Screening results as filed in PubChem BioAssay.
TEAD-YAP block = TEAD-YAP interaction inhibition; inhibition, % at 9.12 µM; hit rate 1.4% among 640,000; HEK-TIYL cells, TEAD-Gal4/YAP UAS-luciferase luminescence; in the data active = inhibition above about 32%;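 also: 0% = median of test compound wells and 100% = reference inhibitor wells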
FBW7 activator = human FBW7 E3 ligase activation, primary screen; AlphaScreen FBW7–phospho-cyclin E peptide binding, activator screen; normalized activity (activation), % at 26.1 µM; hit rate 0.13% among 650,000; in the data active = normalized activity above about 1.9%;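 also: purified mutant Fbw7 with reduced substrate affinity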
Target sequence (Q969H0 whole entry, looked up): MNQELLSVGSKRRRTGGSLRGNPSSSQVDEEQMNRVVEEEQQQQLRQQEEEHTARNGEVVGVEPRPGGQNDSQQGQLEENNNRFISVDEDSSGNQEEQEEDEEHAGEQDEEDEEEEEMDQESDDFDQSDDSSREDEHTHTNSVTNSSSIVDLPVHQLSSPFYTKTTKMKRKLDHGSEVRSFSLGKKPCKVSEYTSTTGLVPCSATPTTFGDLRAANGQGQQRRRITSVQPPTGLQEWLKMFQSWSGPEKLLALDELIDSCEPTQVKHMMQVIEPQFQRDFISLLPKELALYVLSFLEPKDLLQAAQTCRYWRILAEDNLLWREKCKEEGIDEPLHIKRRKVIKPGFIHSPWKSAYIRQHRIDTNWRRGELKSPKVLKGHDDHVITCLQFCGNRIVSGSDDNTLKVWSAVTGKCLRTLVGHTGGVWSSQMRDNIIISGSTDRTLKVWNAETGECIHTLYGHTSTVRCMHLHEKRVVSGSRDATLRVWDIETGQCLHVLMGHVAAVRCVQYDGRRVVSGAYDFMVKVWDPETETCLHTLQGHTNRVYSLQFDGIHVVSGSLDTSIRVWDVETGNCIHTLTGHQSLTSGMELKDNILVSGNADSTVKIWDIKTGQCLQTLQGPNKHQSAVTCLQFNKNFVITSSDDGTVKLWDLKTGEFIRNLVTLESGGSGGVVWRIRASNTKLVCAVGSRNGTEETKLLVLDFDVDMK
MITF inh = inhibitors of human MITF; O75030; AlphaScreen MITF homodimerization, bead proximity signal; hit rate 0.91% among 650,000; inhibition, % at 2.6 µM; in the data active = inhibition above about 50%;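 also: 0% = vehicle wells with protein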
GPR151 ag = activates the human receptor GPR151; PathHunter beta-arrestin GPR151 cells, luminescence; hit rate 1% among 650,000; Q8TDV0; AID 1508602; activation, % at 11.2 µM; in the data active = activation above about 4.9%;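 also: 0% = median of compound wells and 100% = cells with positive control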
An asterisk follows results filed as active; x = no result given.

Start of the data: the first 2 records as a preview:
SMILES,TEAD-YAP block,FBW7 activator,MITF inh,GPR151 ag
CC(=O)c1cc(C#N)c(SC/C=C/c2ccccc2)nc1C,1,0.0,8,-0.3
Cc1cc(NCc2cccc(C(F)(F)F)c2)nc(-c2ccc(N(C)C)cc2)n1,-2,0.0,-4,1.2

The listing, from the first entry:
SMILES,TEAD-YAP block,FBW7 activator,MITF inh,GPR151 ag
CC(=O)c1cc(C#N)c(SC/C=C/c2ccccc2)nc1C,1,0.0,8,-0.3
Cc1cc(NCc2cccc(C(F)(F)F)c2)nc(-c2ccc(N(C)C)cc2)n1,-2,0.0,-4,1.2
CCOc1ccccc1NC(=O)CNC(=O)c1ccc(Br)cc1,1,-0.1,4,-0.3
N[C@@H](Cn1cc(F)c(=O)[nH]c1=O)C(=O)O,x,0.1,20,-0.3
Cc1c(NC(=O)C(C)Oc2ccccc2F)c(=O)n(-c2ccccc2)n1C (stereo not given),5,0.1,20,1.9
CC(C)CC(CO)NC(=O)c1cnc2scc(-c3ccccc3Cl)n2c1=O (stereo not given),-2,0.1,3,-0.9
Cc1ccc2c(c1)c1c(c(=O)n(-c3ccccc3)c(=O)n1C)n2C,-2,0.0,6,-1.3
CC(NC(=O)Cn1c(=O)[nH]c2ccsc2c1=O)c1ccccc1 (stereo not given),-6,-0.4,4,-0.4
COc1ccc(C(=O)CC2(O)C(=O)N(Cc3ccc(Cl)cc3)c3ccccc32)c(OC)c1 (stereo not given),3,-0.2,-1,-0.7
O=C(c1nn2c(c1Cl)NC(c1cccs1)CC2C(F)(F)F)N1CCCCCC1 (stereo not given),31,0.2,2,1.1

(next part)
SMILES,TEAD-YAP block,FBW7 activator,MITF inh,GPR151 ag
O=C(O)COc1ccccc1/C=N/Nc1nc2ccccc2s1,-10,0.2,15,-3.3
COC(=O)c1c(NC(=O)c2ccncc2)sc(C(=O)Nc2ccccc2)c1C,-19,0.0,-10,0.5
COc1ccc(O)c(/C=N/NC(=O)CCC(=O)Nc2ccccc2C)c1,8,-0.1,14,2.6
COC(=O)c1cc(CNC(=O)C(C)C)cc(NS(=O)(=O)c2ccccc2Cl)c1,-9,0.1,-7,5.6*
O=C(c1ccc(Cl)cc1)N1N=C(c2c(-c3ccccc3)c3cc(Br)ccc3[nH]c2=O)CC1c1cccc([N+](=O)[O-])c1 (stereo not given),9,-0.1,6,0.1
COc1ccc(OC)c(/C=C/c2nc3cc(OC)c(OC)cc3c(=O)n2-c2ccc(C)cc2)c1,-3,-0.1,2,-1.3
O=C(CN1CCN(c2cccc(Cl)c2)CC1)Nc1cccc(Cl)c1,5,-0.1,-4,-0.2
NS(=O)(=O)c1ccc(NC(=O)c2cc3ccccc3c(=O)o2)cc1,-23,0.0,1,1.6
Cc1cnc(N2CCN(Cc3ccc4c(c3)OCO4)CC2)nc1NCc1ccccc1,1,0.0,12,2.4
COc1ccc(OC)c(S(=O)(=O)Nc2cc(C(N)=O)cc(C(N)=O)c2)c1,7,1.0,9,0.3

By substructure, the entries above containing a CF3 group
SMILES,TEAD-YAP block,FBW7 activator,MITF inh,GPR151 ag
Cc1cc(NCc2cccc(C(F)(F)F)c2)nc(-c2ccc(N(C)C)cc2)n1,-2,0.0,-4,1.2
O=C(c1nn2c(c1Cl)NC(c1cccs1)CC2C(F)(F)F)N1CCCCCC1 (stereo not given),31,0.2,2,1.1

(listing goes on)
SMILES,TEAD-YAP block,FBW7 activator,MITF inh,GPR151 ag
Cc1nc(SCc2cccc([N+](=O)[O-])c2)[nH]c(=O)c1C#N,9,0.1,7,-1.7
CC(C)c1ccc(Nc2nnc(SC3CCOC3=O)s2)cc1 (stereo not given),-12,0.2,21,1.0
CC1C=CCC2C(=O)N(c3ccc(Oc4ccc(Cl)cc4Cl)cc3)C(=O)C12 (stereo not given),-9,0.0,4,-1.2
C=CCn1c(SCC(=O)NCc2ccccc2)nnc1C(C)NC(=O)c1ccccc1C (stereo not given),-7,0.0,-10,-1.0
Cc1ccc2c(c1)c1c(n2CC(O)Cn2nc(C)nc2C)C(=O)CCC1 (stereo not given),2,0.0,14,-0.4
Cc1ccc(/C=C2/SC(=S)N(c3cccnc3)C2=O)o1,7,-0.3,11,-0.1
Cc1cc(=O)nc2c3ccccc3n(C(C)C(=O)NCC(C)c3ccccc3)n12 (stereo not given),-1,-0.1,3,0.6
CCCN(CCC)S(=O)(=O)c1ccc(C(=O)Nc2nnc(-c3ccccn3)o2)cc1,-1,0.1,13,-0.7
Cc1cccc(C(=O)OCCSC2=NS(=O)(=O)c3ccccc32)c1,-2,-0.1,-7,0.6
COc1ccc(OC)c(N(CC(=O)NC(C)(C)C)S(=O)(=O)c2ccccc2)c1,-14,0.0,-6,-1.3

Following part
SMILES,TEAD-YAP block,FBW7 activator,MITF inh,GPR151 ag
Cn1c(=O)[nH]c(=O)c2c1nc(NCCN)n2CCOc1ccccc1,7,0.1,5,-0.2
O=C(O)c1ccc2c(c1)C(=O)N(c1ccc(C(=O)Nc3ccccn3)cc1)C2=O,1,0.1,3,0.6
O=C(c1ccc2c(=O)n(Cc3ccco3)c(=S)[nH]c2c1)N1CCc2ccccc2C1,-8,-0.3,-1,-2.0
COc1ccc2[nH]c(C)c(CCNS(=O)(=O)c3cc(C)ccc3OC)c2c1,-2,-0.1,4,1.2
OC(COc1ccc2ccccc2c1Cl)Cn1ccnc1 (stereo not given),-5,0.2,1,5.0*
Cc1ccc(C)c(NC(=O)CSc2cn(CCNC(=O)c3ccccc3F)c3ccccc23)c1,-7,0.2,-6,-0.8
CCOC(=O)c1cc2c(ccn2C)n1CC(=O)N(C)C,20,0.6,24,-0.1
COc1ccc(-c2ccc(C=O)o2)cc1[N+](=O)[O-],-3,0.1,-9,0.3
COc1cccc(CN(C)C(=O)c2cc3ccc(-c4cn[nH]c4)cc3n2CCN(C)C)c1,-20,-0.2,4,3.2
Cc1cc(=O)n2[nH]c(NCc3ccc(F)cc3)nc2n1,2,-0.1,-10,1.3

(more compounds)
SMILES,TEAD-YAP block,FBW7 activator,MITF inh,GPR151 ag
O=C(COC(=O)c1ccc([N+](=O)[O-])o1)NC1CCCCC1,7,0.0,4,-1.1
CSc1ccc(-c2ccc(OCCCN(C)C)nc2)cc1,-35,-0.6,0,1.8
CCOC1(OCC)N=C(N)C2(C#N)C(c3ccccc3F)C12C#N (stereo not given),-5,0.0,0,0.3
Cc1ccc(OCC(=O)OCC(=O)c2cccc([N+](=O)[O-])c2)cc1C,1,0.0,6,-0.3
COc1cc(N2CCN(C(=O)Nc3ccc(Cl)cc3)CC2)nc(C)n1,-1,-0.2,-3,0.7
COc1ccc(NC(=O)CCc2nc(-c3cccc(C)c3)no2)cc1,-5,1.3,-8,-3.3
COC(=O)c1ccc(CN2C(=O)C(C)Oc3ccc([N+](=O)[O-])cc32)o1 (stereo not given),10,0.2,21,-0.1
CC(C)[C@@H](Cn1nnc2ccccc21)NC(=O)CN1CCCC1=O,-11,0.4,4,-0.5
COc1ccccc1-n1c(=S)sc2c(=O)n(-c3ccccc3)c(SCC(=O)c3ccccc3)nc21,-3,-0.1,-4,1.5
O=C(CCN1C(=O)C2C3C=CC(C3)C2C1=O)N1CCN(c2cccc(Cl)c2)CC1 (stereo not given),9,-0.1,-1,0.7

Single records (already shown):
Profile of COc1ccc(NC(=O)CCc2nc(-c3cccc(C)c3)no2)cc1 : TEAD-YAP block = -5; FBW7 activator = 1.3; MITF inh = -8; GPR151 ag = -3.3
Profile of CSc1ccc(-c2ccc(OCCCN(C)C)nc2)cc1 : TEAD-YAP block = -35; FBW7 activator = -0.6; MITF inh = 0; GPR151 ag = 1.8

Next compounds
SMILES,TEAD-YAP block,FBW7 activator,MITF inh,GPR151 ag
S=c1n(-c2ccccn2)cnn1CN1CCCCC1,5,0.2,16,-0.3
CC(C)c1ccc(NC(=O)C(C(C)C)N2C(=O)c3ccccc3C2=O)cc1 (stereo not given),-11,-0.1,-2,0.0
CCN1CCN(c2ncnc3sc(C(=O)Nc4ccc(Oc5ccccc5)cc4)c(C)c23)CC1,7,0.1,7,0.8
COc1ccc(C(=O)NCCSC2CCCCC2)cc1,-65,0.2,7,-2.0
COCCn1cc(C(=O)NCc2ccc(C)o2)c2c3ccccc3n(C)c2c1=O,6,-0.1,2,-0.2
C/C=C/C(=O)Nc1ccc(OCC)cc1,-10,-0.2,-17,-2.8
COc1ccccc1-n1c(SCC(=O)Nc2cc(C)on2)nc2[nH]ncc2c1=O,-14,0.1,-10,-0.4
CN(C)CCOc1cc(-c2ccnc(N)n2)c(F)cc1NC(=O)[C@@H]1COc2ccccc2O1,4,0.0,13,1.0
COc1ccc(C(=O)/C=C(\C)Nc2ccccc2O)cc1,-5,-0.1,19,-1.0
Cc1cc(C)nc(SCC(=O)n2c3ccccc3c3ccccc32)n1,8,-0.1,-15,-0.3

Next compounds.
SMILES,TEAD-YAP block,FBW7 activator,MITF inh,GPR151 ag
CC(C)N(CCNc1nc(N2CCCC2CO)nc2c1ncn2Cc1ccc(C(F)(F)F)cc1)C(C)C (stereo not given),4,0.3,17,-1.8
CCOc1cc(/C=C2/SC(=Nc3ccccc3C)NC2=O)ccc1O,7,-0.2,-9,1.9
Cc1cc(C)n2cc(COc3ccc(Cl)cc3)nc2n1,-14,0.1,14,0.7
CCn1c(=O)n(CC)c2cc3nc4c(nc3cc21)C(=O)c1ccccc1-4,-9,-0.1,1,-1.5
COc1ccc(-c2ccc(C(N)=O)s2)cc1,-31,0.1,2,-12
CC/C(C)=N/NC(=O)c1nnn(-c2nonc2N)c1C,0,0.0,8,2.4
COC(=O)CSC1=C(C#N)C(c2cccs2)C(C(=O)Nc2ccccc2C)=C(C)N1 (stereo not given),-5,-0.1,1,0.6
O=C(CNC(=S)N(Cc1ccc(F)cc1)C1CCCCC1)NCCN1CCOCC1,-1,0.4,0,-0.2
Nc1ccc(C(=O)OCC(=O)Nc2ccc(S(=O)(=O)N3CCCC3)cc2)cc1[N+](=O)[O-],-4,0.1,-4,1.3
CCN(Cc1ccccc1)C(=O)Nc1ccc(-c2cn[nH]c2)cc1OCCN(C)C,-7,0.2,41,0.1

Further compounds.
SMILES,TEAD-YAP block,FBW7 activator,MITF inh,GPR151 ag
O=C1N=c2c(Br)cc(Br)cc2=C1N=Nc1c(O)[nH]c(=O)[nH]c1=O,5,0.1,8,-0.4
COC(CNC(=O)c1ccc(Sc2ccc(Br)cc2)c([N+](=O)[O-])c1)OC,8,0.1,17,2.7
COc1ccccc1C1CN(CCNC(=O)c2csnn2)Cc2ccccc2O1 (stereo not given),5,0.1,16,0.0
CCOC(=O)c1ccc(NC(=O)CC2C(=O)N(CC)C(=S)N2Cc2cccnc2)cc1 (stereo not given),2,-0.1,1,1.1
COc1cc([N+](=O)[O-])ccc1-c1ccc(CO)o1,7,0.0,-2,-0.6
CCN1CCN(CCOc2cccc(Oc3ccccc3)c2)CC1,0,-0.1,74*,1.0
COc1ccc(C)cc1NC(=O)C(=S)NCc1ccccc1,6,-0.2,0,-0.8
O=C(Nc1ccc2c(c1)OCCO2)c1cccc(S(=O)(=O)N2CCOCC2)c1,-30,-0.2,8,0.2
COCCn1c(SCC(=O)N2CCc3ccccc32)nc2c(c1=O)SCC2,-7,0.7,1,3.0
CCN(CC)S(=O)(=O)c1ccc2c(c1)N(CC(=O)N1CCOCC1)C(=O)CO2,8,0.3,0,0.2

4 compounds drawn at random from those above, as already listed:
SMILES,TEAD-YAP block,FBW7 activator,MITF inh,GPR151 ag
C/C=C/C(=O)Nc1ccc(OCC)cc1,-10,-0.2,-17,-2.8
COc1ccc(C(=O)NCCSC2CCCCC2)cc1,-65,0.2,7,-2.0
O=C(O)COc1ccccc1/C=N/Nc1nc2ccccc2s1,-10,0.2,15,-3.3
Cn1c(=O)[nH]c(=O)c2c1nc(NCCN)n2CCOc1ccccc1,7,0.1,5,-0.2

Next structures
SMILES,TEAD-YAP block,FBW7 activator,MITF inh,GPR151 ag
COC(=O)C1=C(C)N(CCC2=CCCCC2)C(=O)/C1=C\c1ccc(C(=O)O)cc1,1,0.1,-6,-0.1
CC(C)N(CCNc1nc(-c2ccc(C(=O)NC3CC3)cc2)nc2c1ncn2CCN1CCCC1=O)C(C)C,7,0.4,4,1.0
O=C1/C(=C/c2ccc(-c3cc(Cl)ccc3Cl)o2)C=C(c2ccccc2)N1c1ccccc1Cl,-2,0.1,-5,0.6
Cc1cccc(N2C(=O)C3C(c4ccccc4)OC4(C(=O)c5ccccc5C4=O)C3C2=O)c1C (stereo not given),-1,-0.1,6,0.3
O=C(COC(=O)c1ccc([N+](=O)[O-])o1)Nc1ncc(Cl)cc1Cl,9,0.1,5,0.2
COc1ccc2nc(N(Cc3cccnc3)C(=O)C3COc4ccccc4O3)sc2c1 (stereo not given),-20,0.1,0,-1.0
COC(=O)c1c(NC(=O)c2ccc(S(=O)(=O)N3CCCCCC3)cc2)sc2c1CC(C)(C)NC2(C)C,-1,-0.1,-5,-1.5
COc1cccc(C(=O)Nc2c3c(nn2-c2ccc(C)cc2)CSC3)c1OC,9,-0.2,7,-1.0
CC(C)CC1=NN2C(=N)/C(=C/c3ccco3)C(=O)N=C2S1,-15,-0.1,-1,-1.5
Cc1nc(NCC(C)(C)C)sc1-c1ccn(CCO)n1,6,1.4,14,0.9
CSc1ncc(Cl)c(C(=O)N(Cc2cccs2)C2CCS(=O)(=O)C2)n1 (stereo not given),-13,0.0,-10,-0.8
O=C(c1ccc(N2CCOCC2)nc1)N1CCOCC1,7,0.0,1,-0.5
